Bioassay records as filed in PubChem.
HEK293 tox: Cytotoxic Profiling in HEK 293 Cell Line of Diverse Libraries Using Quantitative High-Throughput Screening; HEK 293 viability, ATP luminescence (CellTiter-Glo), 48-72 h; Potency, µM (doses to about 115 µM), for inactives: at the highest dose activity change, negative = cytotoxicity, hits mostly inhibitors; 6.6% of 94,000 active; AID 1345083, 2018; further: potency means the concentration at half of the fitted maximal effect; nearly all actives have a fitted effect of over 60% in size
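Read-out: CellTiter-Glo ATP luminescence. Cells: HEK 293, 250 cells/well. Exposure: 48 or 72 hr, 37 degree Celsius.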
SNCA viab count: GF-AFC viability counterscreen for inhibitors of alpha-synuclein gene (SNCA) expression | HEK-293-SNCA-luc viability, GF-AFC fluorescence, 24 h | AID 1671193, 2021 | Potency, µM (series often up to 57.1 µM), inactives show at the highest dose activity change, negative = cytotoxicity, actives largely listed as cytotoxic | 0.12% of 150,000 active;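 further: potency means the concentration at half of the fitted maximal effect; 0% = DMSO-treated cells and -100% = medium-only wells without cells; nearly all actives have a fitted effect of over 30% in size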
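Cytotoxicity counterscreen: after 24 h compound treatment of genome-edited SNCA-luciferase HEK-293 cells, live-cell protease substrate GF-AFC read by fluorescence after 30 min; activity scaled between DMSO (0%) and medium-only (-100%), curves Hill-fitted.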
SNCA expr inh: Primary qHTS assay for inhibitors of alpha-synuclein gene (SNCA) expression. Potency, µM (series often up to 57.2 µM), inactives show at the top dose activity change, negative = inhibition, most hits filed as inhibitors. 0.17% of 140,000 active. HEK-293 SNCA-luciferase knock-in, luminescence, 24 h;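 further: potency means the concentration at half of the fitted maximal effect; plate controls were DMSO cells for no effect and cell-free wells for full effect; nearly all actives have a fitted effect of over 45% in size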
FLuc inh: Firefly luciferase inhibition profiling of diverse chemical library using quantitative high-throughput screening | Luciferin 4-monooxygenase (Photinus pyralis), P08659 | purified P. pyralis luciferase, luminescence, biochemical | Potency, µM (doses to about 115 µM), for the others: at the top dose activity change, negative = inhibition, most hits filed as inhibitors | 2.5% of 76,000 active | AID 1347043, 2019; further: potency means the concentration at half of the fitted maximal effect; nearly all actives have a fitted effect of over 65% in size
Target sequence (P08659 whole entry, looked up): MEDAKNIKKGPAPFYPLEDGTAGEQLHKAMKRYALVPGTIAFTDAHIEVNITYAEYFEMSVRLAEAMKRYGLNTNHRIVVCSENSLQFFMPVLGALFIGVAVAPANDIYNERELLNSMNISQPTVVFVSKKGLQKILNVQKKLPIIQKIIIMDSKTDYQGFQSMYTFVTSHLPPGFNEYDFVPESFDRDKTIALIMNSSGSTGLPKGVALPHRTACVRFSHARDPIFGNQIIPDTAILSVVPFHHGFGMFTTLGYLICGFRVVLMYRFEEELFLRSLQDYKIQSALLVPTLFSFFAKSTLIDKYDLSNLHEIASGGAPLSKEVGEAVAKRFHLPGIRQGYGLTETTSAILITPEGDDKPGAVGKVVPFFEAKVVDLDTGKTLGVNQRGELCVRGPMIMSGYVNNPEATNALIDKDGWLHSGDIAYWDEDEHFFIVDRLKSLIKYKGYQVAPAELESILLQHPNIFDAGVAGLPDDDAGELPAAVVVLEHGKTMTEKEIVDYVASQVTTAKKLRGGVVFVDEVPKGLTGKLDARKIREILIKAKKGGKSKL
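Purified 10nM P. pyralis luciferase with 10uM D-luciferin and 10uM ATP in 50mM Tris acetate pH 7.5, 10mM Mg acetate, 0.01% Tween-20, 0.05% BSA. qHTS titration; luminescence read by CCD imager.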
IP6K1 inhibitor: Primary qHTS assay for small molecule inhibitors of Inositol hexaphosphate kinase 1 (IP6K1); Inositol hexakisphosphate kinase 1 (Homo sapiens), Q92551; AID 1645851, 2021; activity change, % (series mostly up to about 58 µM); IP6K1 kinase, ADP-Glo luminescence, 2 h; active compounds read low; 0.81% of 140,000 active; in the data active means activity change below about -25%
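ADP-Glo luminescence measures ADP made by human IP6K1 during a 2 h RT reaction with ATP/IP6 (mix at 1.3 mM/130 uM); top library doses 57.5 and 19.1 uM final.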
GPT2 inhibitor: Primary qHTS assay for inhibitors of Glutamate pyruvate transaminase 2 (GPT2); Recombinant GPT2, coupled pyruvate oxidase/HRP Amplex Red fluorescence; 0.25% of 100,000 active; Alanine aminotransferase 2 (Homo sapiens), Q8TD30; Potency, µM (top dose mostly 57.7 µM), for inactives: at the top dose activity change, negative = inhibition, actives largely listed as inhibitors; further: potency means the concentration at half of the fitted maximal effect; nearly all actives have a fitted effect of over 60% in size; many of its hits are not listed in these tables
Target sequence (Q8TD30 whole entry, looked up): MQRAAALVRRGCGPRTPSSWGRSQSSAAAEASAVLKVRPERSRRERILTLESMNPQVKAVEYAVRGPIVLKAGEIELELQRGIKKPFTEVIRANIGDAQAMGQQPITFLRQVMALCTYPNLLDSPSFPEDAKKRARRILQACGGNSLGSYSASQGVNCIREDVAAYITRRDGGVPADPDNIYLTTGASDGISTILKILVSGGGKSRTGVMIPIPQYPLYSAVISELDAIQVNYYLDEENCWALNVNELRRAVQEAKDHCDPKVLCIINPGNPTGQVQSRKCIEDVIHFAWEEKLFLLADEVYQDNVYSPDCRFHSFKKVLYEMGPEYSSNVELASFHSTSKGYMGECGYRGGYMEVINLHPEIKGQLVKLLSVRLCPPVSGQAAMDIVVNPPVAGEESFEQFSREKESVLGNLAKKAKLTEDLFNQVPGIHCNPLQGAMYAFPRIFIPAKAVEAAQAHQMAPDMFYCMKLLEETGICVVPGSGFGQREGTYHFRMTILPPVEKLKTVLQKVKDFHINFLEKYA
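GPT2 10ng/uL, a-KG 250uM, L-Ala 2mM, HEPES pH7.5 + 0.0001% Tween; 30 min RT. Then Amplex mix (PO/HRP/ThPP), 30 min RT dark, fluorescence. AOA 50uM used as positive control.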
NIH3T3 tox: Cytotoxic Profiling in NIH 3T3 Cell Line of Diverse Libraries Using Quantitative High-Throughput Screening; AID 1345082, 2018; 4.3% of 94,000 active; Potency, µM (top dose mostly 96.7 µM), without a hit: top-dose activity change, negative = cytotoxicity, usual class: inhibitors; NIH 3T3 viability, CellTiter-Glo ATP luminescence, 48-72 h; further: potency means the concentration at half of the fitted maximal effect; nearly all actives have a fitted effect of over 55% in size
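ATP-dependent luminescence (CellTiter-Glo) served as the viability signal for NIH 3T3 cells treated with compound for 48 or 72 hr at 37 °C.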
An asterisk follows results filed as active; [ ] = dose if it differs, or a comment. Unless noted, the call rests on the fitted dose curve; in most records, active means well fitted curve in the direction sought with a large enough effect; inconclusive means small, poorly fitted or top-dose-only effect, or another doubt; inactive means no such curve, though single readings can be large; an effect the other way counts as inactive or inconclusive. Unless noted, on the % scale 0 is the no-effect control and ±100 the full control effect.

`CCCCOC(=O)N1CCC(=O)N(CC)C[C@H]2COc3cc(OC)ccc3[C@H]21` gave HEK293 tox inconclusive, IP6K1 inhibitor 11 and NIH3T3 tox inconclusive.
Screening O=C(Cc1ccncc1)N1CCC(N2C(=O)C3(CCCCC3)C2c2ccccc2)CC1 (configuration not stated) returned HEK293 tox inconclusive, SNCA viab count -1%[12.5 µM], SNCA expr inh -9%, FLuc inh 2%, IP6K1 inhibitor 4, GPT2 inhibitor 0% and NIH3T3 tox -2%.
For CN(C)C[C@@H]1CN(Cc2ccccc2)C[C@H]1NC(=O)NCc1ccco1 the results were HEK293 tox inactive, SNCA viab count 2%, SNCA expr inh 0%, FLuc inh 4%, IP6K1 inhibitor -5, GPT2 inhibitor inactive and NIH3T3 tox inactive.
Screening COC(=O)c1cc(NC(=O)CCc2c(C)nc3cc(-c4ccccc4)nn3c2C)cc(C(=O)OC)c1 returned SNCA viab count -3%, SNCA expr inh -13% and IP6K1 inhibitor 15.
`COc1ccc(CN2CCC3(C2)C(=NC2CCCC2)NC(=O)N3c2cc(F)cc(F)c2)cc1` (configuration not stated) gave HEK293 tox inconclusive, SNCA viab count -16%, SNCA expr inh inconclusive, IP6K1 inhibitor 5, GPT2 inhibitor inactive and NIH3T3 tox inconclusive.
For Cc1cc(C)c(Cn2c3ccccc3c3cnn(CC(=O)NC4CCCCCC4)c(=O)c32)c(C)c1 the results were SNCA viab count 5%, SNCA expr inh inconclusive and IP6K1 inhibitor 9.
Screening Cc1ccc(CN2CC(Oc3ccccc3C(=O)N3CCOCC3)C2)cc1C returned HEK293 tox 45µM*, SNCA viab count inconclusive, SNCA expr inh -5%, FLuc inh 0%, IP6K1 inhibitor -9, GPT2 inhibitor 1% and NIH3T3 tox inconclusive.
`CCC(C)(C)NC(=O)c1cccc2c1CCN2C(=O)Nc1cccc(C)c1` gave HEK293 tox inconclusive, SNCA viab count inconclusive, SNCA expr inh 16%, FLuc inh 7.9µM*, IP6K1 inhibitor -7, GPT2 inhibitor -22% and NIH3T3 tox -27%.
CCc1ccc(CNC(=O)C2c3ccccc3CC(=O)N2C(C)C)cc1 (configuration not stated) was read as HEK293 tox -28%, SNCA viab count -1%, SNCA expr inh inconclusive, FLuc inh -10%, IP6K1 inhibitor 8, GPT2 inhibitor 0% and NIH3T3 tox -7%.
Cc1ccc(C)c(NS(=O)(=O)c2cc3c(cc2C)n(C)c(=O)c(=O)n3C)c1 was read as SNCA viab count -10%, SNCA expr inh -12% and IP6K1 inhibitor 11.
For COc1cccc([S+](=O)([O-])N2CCn3cc(C(=O)Nc4ccc(Cl)cc4Cl)nc3C2)c1 the results were HEK293 tox inconclusive, SNCA viab count -4%, SNCA expr inh -3%, IP6K1 inhibitor 4, GPT2 inhibitor -4% and NIH3T3 tox inconclusive.
Screening O=C(CC[C@@H]1CNC(=O)[C@@H]2C[C@H](NCc3ccccn3)CN12)NCc1ccccc1 returned HEK293 tox 71µM*, SNCA viab count -12%[87.6 µM], SNCA expr inh -15%[87.6 µM], FLuc inh -2%[172 µM], IP6K1 inhibitor -7, GPT2 inhibitor 1%[88.5 µM] and NIH3T3 tox 56µM*.

4 compounds drawn at random from the list so far:
`CCCCOC(=O)N1CCC(=O)N(CC)C[C@H]2COc3cc(OC)ccc3[C@H]21` gave HEK293 tox inconclusive, IP6K1 inhibitor 11 and NIH3T3 tox inconclusive.
For CN(C)C[C@@H]1CN(Cc2ccccc2)C[C@H]1NC(=O)NCc1ccco1 the results were HEK293 tox inactive, SNCA viab count 2%, SNCA expr inh 0%, FLuc inh 4%, IP6K1 inhibitor -5, GPT2 inhibitor inactive and NIH3T3 tox inactive.
Screening O=C(CC[C@@H]1CNC(=O)[C@@H]2C[C@H](NCc3ccccn3)CN12)NCc1ccccc1 returned HEK293 tox 71µM*, SNCA viab count -12%[87.6 µM], SNCA expr inh -15%[87.6 µM], FLuc inh -2%[172 µM], IP6K1 inhibitor -7, GPT2 inhibitor 1%[88.5 µM] and NIH3T3 tox 56µM*.
Cc1ccc(C)c(NS(=O)(=O)c2cc3c(cc2C)n(C)c(=O)c(=O)n3C)c1 was read as SNCA viab count -10%, SNCA expr inh -12% and IP6K1 inhibitor 11.

Carrying on.
For COc1ccc(-c2c(C(=O)NCc3ccccn3)nc3sccn23)cc1 the results were HEK293 tox -12%, SNCA viab count -6%, SNCA expr inh -4%, IP6K1 inhibitor -30*, GPT2 inhibitor 2% and NIH3T3 tox -26%.
CCOc1ccc(NC(=O)c2cc(=O)c3cc(CC)ccc3o2)cc1 was read as SNCA viab count -6%, SNCA expr inh inconclusive and IP6K1 inhibitor -13.
CC[C@@]1(O)CCN(C(=O)c2cccc(CCC(C)(C)O)c2)C[C@H]1O was read as HEK293 tox -19%, SNCA viab count -30%, SNCA expr inh -27%, FLuc inh -7%, IP6K1 inhibitor -1, GPT2 inhibitor 2% and NIH3T3 tox 0%.
Screening CC1=C[C@@H](CNC(=O)NCCO)[C@H](C(C)C)C[C@H]1CC(=O)NCc1cccnc1 returned HEK293 tox -9%[172 µM], SNCA viab count -2%[87.6 µM], SNCA expr inh 3%[87.6 µM], FLuc inh 15%[172 µM], IP6K1 inhibitor -16, GPT2 inhibitor -2%[88.5 µM] and NIH3T3 tox -19%[138 µM].
`O=S(=O)(Nc1cccc(Cl)c1)c1ccc2[nH]c3c(c2c1)CCCCCC3` gave SNCA viab count -9%, SNCA expr inh inconclusive and IP6K1 inhibitor -8.
Screening COc1ccc(NC(=O)C2CCc3nnc(C4CCN([S+](C)(=O)[O-])CC4)n32)cc1 (configuration not stated) returned HEK293 tox -8%, SNCA viab count 8%, SNCA expr inh -16%, IP6K1 inhibitor -6, GPT2 inhibitor inactive and NIH3T3 tox inactive.
COC(=O)[C@H](O)[C@H]1C(C)(C)[C@H](OC(C)=O)[C@@]2(O)C(=O)[C@]1(C)C1CC[C@]3(C)C(CC(=O)O[C@H]3c3ccoc3)[C@]13O[C@@H]32 (some centres not stated) was read as SNCA viab count -10%[23.9 µM], IP6K1 inhibitor 6 and GPT2 inhibitor 2%[27.3 µM].
For CN1CCCCCC(O)c2cc(C(=O)NCC3CC3)ccc21 (configuration not stated) the results were HEK293 tox -16%, SNCA viab count -12%, SNCA expr inh 0%, FLuc inh -12%, IP6K1 inhibitor -10, GPT2 inhibitor -3% and NIH3T3 tox -25%.
For Cc1ccc(C(=O)N2CCCC(C(=O)N3CCC(N4CCOCC4=O)CC3)C2)cc1 (configuration not stated) the results were HEK293 tox -5%, SNCA viab count 3%, SNCA expr inh 10%, IP6K1 inhibitor 7, GPT2 inhibitor 2% and NIH3T3 tox -13%.
`O=C(Cc1ccsc1)N1CCC(n2cc(-c3nc(C4CC4)no3)nn2)C1` (configuration not stated) gave HEK293 tox 3%, SNCA viab count -11%, SNCA expr inh -13%, FLuc inh 13%, IP6K1 inhibitor 15, GPT2 inhibitor -12% and NIH3T3 tox 1%.
O=C(NCC(F)F)c1cc(-c2cccc(C(F)(F)F)c2)c2cccn2n1 was read as HEK293 tox 35µM*, SNCA viab count -3%, SNCA expr inh -26%, IP6K1 inhibitor -6, GPT2 inhibitor -16% and NIH3T3 tox inconclusive.
Screening Cc1cc(C(=O)N2CCCC2c2nncn2CCN(C)C)n(C)n1 (configuration not stated) returned HEK293 tox 4%, SNCA viab count 3%, SNCA expr inh 0%, FLuc inh 7%, IP6K1 inhibitor -9, GPT2 inhibitor inactive and NIH3T3 tox inactive.
For Cc1cccc(N(CC(N)=O)C2SC(=O)N(Cc3cccc(C(=O)O)c3)C2=O)c1 (configuration not stated) the results were SNCA viab count -5%, SNCA expr inh 7% and IP6K1 inhibitor -22.
`O=C(c1ccncc1)N1CCC(N2CC3CC(C2)[C@H]2CCCC(=O)N2C3)CC1` (some centres not stated) gave HEK293 tox -1%, SNCA viab count -1%, SNCA expr inh 10%, FLuc inh -13%, IP6K1 inhibitor 8, GPT2 inhibitor inactive and NIH3T3 tox -6%.
For O=C(NC[C@H]1O[C@H](Cc2cc(COc3ccccc3)on2)CC[C@@H]1O)C1CCC1 the results were HEK293 tox inconclusive, SNCA viab count 0%[87.6 µM], SNCA expr inh -28%[87.6 µM], FLuc inh 5%[172 µM], IP6K1 inhibitor -7, GPT2 inhibitor inactive and NIH3T3 tox inconclusive.
COc1ccc(CC(=O)NC2CCCN(c3cc(-c4ccc(F)cc4)[nH]n3)C2)cc1 (configuration not stated) was read as HEK293 tox -10%, SNCA viab count -10%, SNCA expr inh -15%, FLuc inh -1%, IP6K1 inhibitor 0, GPT2 inhibitor inactive and NIH3T3 tox 0%.
Screening C=CCN(C)C(=O)C[C@@H]1c2nc(NC(=O)c3ccc(C(C)(C)C)cc3)sc2C[C@@H]2[C@](C)(CO)[C@H](O)CC[C@]21C returned HEK293 tox inconclusive, SNCA viab count -6%, SNCA expr inh 4%, FLuc inh -18%, IP6K1 inhibitor 1, GPT2 inhibitor 1% and NIH3T3 tox 28µM*.
For COc1ccc(NC(=O)N2CCOC(c3ccc(Cl)cc3)C2)c(C)c1 (configuration not stated) the results were HEK293 tox inconclusive, SNCA viab count -3%, SNCA expr inh -26%, FLuc inh 6%, IP6K1 inhibitor 15, GPT2 inhibitor -14% and NIH3T3 tox -28%.
`C#C[C@]1(O)CC[C@H]2[C@@H]3CCc4cc(OC)ccc4[C@H]3CC[C@@]21C` gave SNCA viab count -20%[23.9 µM], SNCA expr inh 31%[25.6 µM], IP6K1 inhibitor -27* and GPT2 inhibitor inactive.
Screening CCN(CC)c1ccc(NC(=O)C(Cc2ccccc2)NS(=O)(=O)c2ccc(Br)s2)c(C)c1 (configuration not stated) returned SNCA viab count 7%, SNCA expr inh 17% and IP6K1 inhibitor 0.
O=c1c2sc3ccccc3c2n(Cc2cccc(F)c2)c(=O)n1Cc1ccccc1 was read as SNCA viab count 9%, SNCA expr inh 0% and IP6K1 inhibitor -15.
Screening COc1cccc(-c2nnc(SCC(=O)N3CCC(C)CC3)o2)c1 returned SNCA viab count -8%, SNCA expr inh 46%[activator] and IP6K1 inhibitor -13.

An unsorted share of the library. Share with any hit: about 7.8%.
